Assay outcomes (PubChem BioAssay)
hgDAF12 agonist: agonists of H. glycines DAF-12 nuclear receptor; HEK293 GAL4-hgDAF12 UAS-luciferase reporter, agonist luminescence; normalized to butyrate control; activation, % at 6.8 µM; hit rate 1.8% among 370,000; AID 687014;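 active means activation above a cutoff set at the mean of all screened compounds plus 3 SD, cut at about 10% in these data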;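 further: 0% = DMSO wells and 100% = sodium butyrate wells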
GAA850 FXN act: increases GAA850 frataxin promoter reporter activity. HEK293 lucGAA850 FXN promoter luciferase reporter, 24 h; percent of 10 µM SAHA response. hit rate 0.56% among 360,000. AID 540364. activation, % at 6 µM;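 active means activation above the average of all compounds screened plus 3 SD, cutoff fixed separately per campaign, cut at about 7.5% in these data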;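 further: 0% = DMSO wells and 100% = 10 µM SAHA wells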
ADAM17 inh: ADAM17 inhibition, QFRET primary screen | AID 720648 | recombinant ADAM17, EDANS/DABCYL FRET peptide cleavage | inhibition, % at 6.95 µM | hit rate 0.83% among 370,000 | P78536;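 active means inhibition above the mean of compounds lying between control limits plus 3 SD, set per campaign, cut at about 8.5% in these data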;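 further: 0% = DMSO-only wells as the low control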
Target sequence (P78536 215-824 limits assumed): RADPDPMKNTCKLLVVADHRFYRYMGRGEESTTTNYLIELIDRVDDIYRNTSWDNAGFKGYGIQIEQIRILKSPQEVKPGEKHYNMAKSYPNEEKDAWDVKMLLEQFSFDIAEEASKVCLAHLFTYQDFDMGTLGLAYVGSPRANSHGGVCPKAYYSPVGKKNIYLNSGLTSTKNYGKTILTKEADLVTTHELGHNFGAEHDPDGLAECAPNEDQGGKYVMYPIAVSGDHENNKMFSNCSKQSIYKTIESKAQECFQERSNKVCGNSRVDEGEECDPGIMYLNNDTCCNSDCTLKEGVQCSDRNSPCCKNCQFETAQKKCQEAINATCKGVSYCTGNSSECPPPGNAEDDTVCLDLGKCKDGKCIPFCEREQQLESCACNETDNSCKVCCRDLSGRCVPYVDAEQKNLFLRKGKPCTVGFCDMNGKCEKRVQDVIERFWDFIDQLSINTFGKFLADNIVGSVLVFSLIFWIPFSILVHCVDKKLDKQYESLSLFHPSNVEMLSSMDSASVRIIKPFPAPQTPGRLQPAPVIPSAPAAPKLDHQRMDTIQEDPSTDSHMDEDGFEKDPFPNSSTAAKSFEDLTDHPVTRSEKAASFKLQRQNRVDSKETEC
hcDAF-12 act: activates DAF-12 receptor from parasite H. contortus; HEK293 hcDAF-12 lit1-tk-luc reporter, luminescence; 0% DMSO, 100% Δ7-dafachronic acid; activation, % at 6.8 µM; hit rate 1.4% among 370,000; AID 652067;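 active means activation above the mean of all tested compounds plus 3 SD, cut at about 5.5% in these data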;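 further: 100% = response to 3 µM Δ7-dafachronic acid high control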
sPLA2-III inh: Blocks human group III sPLA2 activity | Q9NZ20 | QFRET BODIPY PC-A2 liposome hydrolysis, fluorescence | inhibition, % at 12.2 µM | hit rate 0.56% among 370,000 | AID 743126;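 active means inhibition above mean plus 3 SD of compounds lying within the high and low control bounds, cut at about 19% in these data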;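 further: 0% = median of test compound wells and 100% = no enzyme DMSO wells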
PLCb3 inh: inhibitors of human phospholipase C beta3; Purified PLC-beta3, fluorogenic substrate, fluorescence; inhibition, % at 12.2 µM; hit rate 0.18% among 370,000; AID 720704; in the data active means inhibition above about 11%;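 further: 0% = median of compound wells on plate and 100% = full blocker control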
ssDAF12 agonist: S. stercoralis DAF-12 activation, primary screen. HEK293 ssDAF-12/GRIP1 lit1-tk-luc reporter, luminescence; % of 3 µM dafachronic acid response. activation, % at 6.8 µM. hit rate 1% among 370,000. AID 652126;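 active means activation above the mean over all tested compounds plus 3 SD, cut at about 0.9% in these data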;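 further: 0% = DMSO-only wells and 100% = 3 µM delta7-dafachronic acid wells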
DAX1 inh-1: inhibits human nuclear receptor DAX1; P51843; HEK293 Gal4-DAX1 luciferase reporter, luminescence; inhibition, % at 6.75 µM; hit rate 0.99% among 340,000; AID 504766;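 active means inhibition above the mean over all tested compounds plus 3 SD, cut at about 4.2% in these data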;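 further: 0% = DAX1-transfected cells with DMSO and 100% = empty-vector control cells with DMSO; inhibition shows as a rise in luminescence from relieved DAX1 repression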
Target sequence (P51843 207-470 limits assumed): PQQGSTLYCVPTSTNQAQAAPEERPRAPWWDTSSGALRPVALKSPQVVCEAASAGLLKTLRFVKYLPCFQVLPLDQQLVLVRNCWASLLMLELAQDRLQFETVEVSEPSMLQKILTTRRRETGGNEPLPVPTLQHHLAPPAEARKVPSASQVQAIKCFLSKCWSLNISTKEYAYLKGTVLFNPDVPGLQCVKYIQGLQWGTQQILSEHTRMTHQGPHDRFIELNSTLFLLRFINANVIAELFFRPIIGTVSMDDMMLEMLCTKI
DAX1 inh-2: DAX1 (NR0B1) inhibition, primary screen; AID 652010; hit rate 1.1% among 370,000; HEK293T StAR-luciferase reporter, SF-1/DAX-1 repression relief; inhibition, % at 6.8 µM;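 active means inhibition above the mean over all tested compounds plus 3 SD, cut at about 3.6% in these data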;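 further: 0% = DAX-1 cells with DMSO and 100% = cells lacking DAX-1 with DMSO; higher inhibition means more luminescence from relief of DAX-1 repression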
ADAM10 inh: ADAM10 inhibition, QFRET primary screen; hit rate 0.62% among 370,000; O14672; inhibition, % at 7 µM; recombinant ADAM10, EDANS/DABCYL FRET peptide cleavage, 3 h;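 active means inhibition above a per-campaign cutoff equal to the mean of compounds falling between control-based bounds plus 3 SD, cut at about 20% in these data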;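 further: 0% = DMSO wells while the 100% control is not disclosed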
PLCg1 inh: PLC-gamma1 (human) inhibition, primary screen; P19174; hit rate 0.84% among 370,000; inhibition, % at 12.2 µM; purified PLC-gamma1, fluorogenic substrate, fluorescence; AID 720700; in the data active means inhibition above about 9.5%
* marks the source's active call; other numbers are inactive results. An unsorted share of the library; overall some 6.9% were active at least once.

How did Cc1ccc(C)c(NC(=O)c2cc(-c3cc(C)cc(C)c3O)n[nH]2)c1 do in these assays?
hgDAF12 agonist: -1.1; GAA850 FXN act: 0.6; ADAM17 inh: -5; hcDAF-12 act: -2.0; sPLA2-III inh: -12; PLCb3 inh: 1; ssDAF12 agonist: -1.8; DAX1 inh-1: -0.8; DAX1 inh-2: -0.1; ADAM10 inh: -1; PLCg1 inh: 2

What do the screens show for `COc1ccc(-c2nsc(SCC(=O)NCc3ccc4c(c3)OCO4)n2)cc1`?
hgDAF12 agonist: 6.2; GAA850 FXN act: 0.0; ADAM17 inh: -2; hcDAF-12 act: -1.4; sPLA2-III inh: -1; PLCb3 inh: 3; ssDAF12 agonist: -0.7; DAX1 inh-1: 0.2; DAX1 inh-2: 0.8; ADAM10 inh: 4; PLCg1 inh: -2

Results for Cc1ccc(CC(SCc2ccccc2)C(=O)O)cc1C (stereo unspecified) ?
hgDAF12 agonist: 1.0; GAA850 FXN act: 0.9; ADAM17 inh: -1; hcDAF-12 act: 0.9; sPLA2-III inh: 2; PLCb3 inh: -8; ssDAF12 agonist: -0.2; DAX1 inh-1: 1.4; DAX1 inh-2: 0.0; ADAM10 inh: -18; PLCg1 inh: 2

Results for Cc1noc(C)c1COC(=O)c1cc(F)c(F)cc1Cl ?
hgDAF12 agonist: -0.5; GAA850 FXN act: 0.8; ADAM17 inh: 2; hcDAF-12 act: -0.6; sPLA2-III inh: 10; PLCb3 inh: 0; ssDAF12 agonist: -1.1; DAX1 inh-1: 0.9; DAX1 inh-2: -0.6; ADAM10 inh: -8; PLCg1 inh: 5

How did NC(=O)CC(NC(=O)Cc1cccc2ccccc12)c1ccc(NC2CCN(Cc3ccccc3)CC2)c([N+](=O)[O-])c1 (stereo unspecified) do in these assays?
hgDAF12 agonist: -0.8; GAA850 FXN act: -0.5; ADAM17 inh: -1; hcDAF-12 act: -1.4; sPLA2-III inh: -12; PLCb3 inh: 2; ssDAF12 agonist: -1.0; DAX1 inh-1: -1.3; DAX1 inh-2: -0.3; ADAM10 inh: -7; PLCg1 inh: 3

What do the screens show for `O=C(c1cnn2cccnc12)N1CCN(Cc2ccc3c(c2)OCO3)CC1`?
hgDAF12 agonist: 4.0; GAA850 FXN act: 0.5; ADAM17 inh: -12; hcDAF-12 act: -0.1; sPLA2-III inh: 0; PLCb3 inh: -29; ssDAF12 agonist: -0.4; DAX1 inh-1: -1.0; DAX1 inh-2: 0.3; ADAM10 inh: -23; PLCg1 inh: -21

Results for CCN(CC)CCCn1c2c(c(SCC(=O)N3CCc4ccccc43)nc1=O)CCC2 ?
hgDAF12 agonist: 0.6; GAA850 FXN act: 3.5; ADAM17 inh: -2; hcDAF-12 act: 2.1; sPLA2-III inh: 8; PLCb3 inh: -7; ssDAF12 agonist: 0.3; DAX1 inh-1: 0.2; DAX1 inh-2: 1.1; ADAM10 inh: 3; PLCg1 inh: 0

How did Cc1ccccc1COc1ccc(-c2nnn(CC(=O)O)n2)cc1 do in these assays?
hgDAF12 agonist: -0.6; GAA850 FXN act: -0.2; ADAM17 inh: -3; hcDAF-12 act: 0.3; sPLA2-III inh: -12; PLCb3 inh: -9; ssDAF12 agonist: -0.8; DAX1 inh-1: 0.8; DAX1 inh-2: 0.0; ADAM10 inh: -2; PLCg1 inh: -4

Results for CC(C(=O)c1ccc(Br)cc1)[n+]1cccc(NC(=O)c2ccccc2)c1 (stereo unspecified) ?
hgDAF12 agonist: -2.4; GAA850 FXN act: 0.0; ADAM17 inh: -3; hcDAF-12 act: -0.7; sPLA2-III inh: 5; PLCb3 inh: -2; ssDAF12 agonist: -0.5; DAX1 inh-1: 0.1; DAX1 inh-2: -0.2; ADAM10 inh: -5; PLCg1 inh: 0

How did C=CCn1c(SCc2nc3sc(C(=O)O)c(C)c3c(=O)[nH]2)nnc1-c1ccc(F)cc1 do in these assays?
hgDAF12 agonist: 2.9; GAA850 FXN act: 1.4; ADAM17 inh: -4; hcDAF-12 act: 0.0; sPLA2-III inh: -1; PLCb3 inh: -3; ssDAF12 agonist: -1.8; DAX1 inh-1: 0.2; DAX1 inh-2: 0.0; ADAM10 inh: -8; PLCg1 inh: -7

Results for CSc1ccc(CN(C)Cc2nc3ccccc3c(=O)[nH]2)cc1 ?
hgDAF12 agonist: -4.2; GAA850 FXN act: 1.5; ADAM17 inh: -3; hcDAF-12 act: -2.2; sPLA2-III inh: -1; PLCb3 inh: -4; ssDAF12 agonist: -1.9; DAX1 inh-1: 0.7; DAX1 inh-2: -0.7; ADAM10 inh: 1; PLCg1 inh: 2

Results for COc1ccc(-n2nc(C(=O)Nc3ccc4c(c3)OCO4)c3ccccc3c2=O)c(OC)c1 ?
hgDAF12 agonist: -0.3; GAA850 FXN act: 2.6; ADAM17 inh: 3; hcDAF-12 act: -1.3; sPLA2-III inh: 2; PLCb3 inh: 4; ssDAF12 agonist: -1.3; DAX1 inh-1: 1.8; DAX1 inh-2: -0.6; ADAM10 inh: 4; PLCg1 inh: 4

What do the screens show for `CC(C(=O)Nc1cccc(S(=O)(=O)N2CCOCC2)c1)N1CCN(c2ccc(F)cc2)CC1` (stereo unspecified)?
hgDAF12 agonist: -4.2; GAA850 FXN act: 0.0; ADAM17 inh: -4; hcDAF-12 act: -2.1; sPLA2-III inh: 2; PLCb3 inh: 2; ssDAF12 agonist: -1.0; DAX1 inh-1: 0.8; DAX1 inh-2: -1.2; ADAM10 inh: -2; PLCg1 inh: 0

How did CCOc1cccc2sc(N(CCN(CC)CC)C(=O)c3cccc([N+](=O)[O-])c3)nc12 do in these assays?
hgDAF12 agonist: 3.3; GAA850 FXN act: -0.4; ADAM17 inh: 3; hcDAF-12 act: 0.8; sPLA2-III inh: 3; PLCb3 inh: 5; ssDAF12 agonist: -1.7; DAX1 inh-1: -1.5; DAX1 inh-2: -0.2; ADAM10 inh: 5; PLCg1 inh: 5

Results for Cc1ccc(-c2nnn(CC(=O)N3CCCCC3)n2)c(-n2cnnn2)c1 ?
hgDAF12 agonist: -0.2; GAA850 FXN act: -2.8; ADAM17 inh: 3; hcDAF-12 act: -1.9; sPLA2-III inh: 16; PLCb3 inh: 12*; ssDAF12 agonist: -0.7; DAX1 inh-1: -0.8; DAX1 inh-2: 0.0; ADAM10 inh: 5; PLCg1 inh: 8

Results for NC(=Nc1ccccc1)Nc1ccccc1 ?
hgDAF12 agonist: -0.5; GAA850 FXN act: 0.4; ADAM17 inh: 1; hcDAF-12 act: 1.8; sPLA2-III inh: 0; PLCb3 inh: -2; ssDAF12 agonist: -0.6; DAX1 inh-1: -1.8; DAX1 inh-2: -0.2; ADAM10 inh: -5; PLCg1 inh: 2

Results for C/C(=N\O)C(=O)C(CN1CCCCC1)CN1CCCCC1 ?
hgDAF12 agonist: 1.4; GAA850 FXN act: 4.2; ADAM17 inh: -2; hcDAF-12 act: 0.7; sPLA2-III inh: -3; PLCb3 inh: -3; ssDAF12 agonist: -1.4; DAX1 inh-1: -1.0; DAX1 inh-2: -0.5; ADAM10 inh: 0; PLCg1 inh: -1

What do the screens show for `O=C(COc1ccc(C(=S)N2CCC(Cc3ccccc3)CC2)cc1)N1CCOCC1`?
hgDAF12 agonist: -1.5; GAA850 FXN act: -1.1; ADAM17 inh: -1; hcDAF-12 act: 1.0; sPLA2-III inh: 4; PLCb3 inh: -5; ssDAF12 agonist: -1.7; DAX1 inh-1: -1.3; DAX1 inh-2: -0.2; ADAM10 inh: 1; PLCg1 inh: 0

How did COc1cccc(CNCC(O)COc2ccc(C(=O)c3ccccc3)cc2)c1 (stereo unspecified) do in these assays?
hgDAF12 agonist: 0.2; GAA850 FXN act: -1.3; ADAM17 inh: -1; hcDAF-12 act: -0.2; sPLA2-III inh: -5; PLCb3 inh: 4; ssDAF12 agonist: -1.3; DAX1 inh-1: -0.3; DAX1 inh-2: -0.7; ADAM10 inh: -3; PLCg1 inh: -2

How did Cc1ccc(C)c(N2CCN(C(=O)c3cc(S(=O)(=O)N4CCOCC4)ccc3F)CC2)c1 do in these assays?
hgDAF12 agonist: -0.4; GAA850 FXN act: -0.5; ADAM17 inh: -2; hcDAF-12 act: 0.0; sPLA2-III inh: 8; PLCb3 inh: -1; ssDAF12 agonist: -1.1; DAX1 inh-1: -1.6; DAX1 inh-2: -0.6; ADAM10 inh: 0; PLCg1 inh: 4

What do the screens show for `COc1ccc(Cl)cc1NC(=O)CSc1nnc(Cc2ccc(C)cc2)c(=O)[nH]1`?
hgDAF12 agonist: 2.6; GAA850 FXN act: 0.2; ADAM17 inh: -4; hcDAF-12 act: 1.7; sPLA2-III inh: -28; PLCb3 inh: -12; ssDAF12 agonist: 0.8; DAX1 inh-1: -1.4; DAX1 inh-2: 0.7; ADAM10 inh: -4; PLCg1 inh: 1

How did O=C(c1sccc1Br)N1CCN(Cc2ccc3c(c2)OCO3)CC1 do in these assays?
hgDAF12 agonist: -0.4; GAA850 FXN act: -1.0; ADAM17 inh: -1; hcDAF-12 act: -0.3; sPLA2-III inh: -3; PLCb3 inh: -2; ssDAF12 agonist: -1.8; DAX1 inh-1: -1.9; DAX1 inh-2: -0.1; ADAM10 inh: -1; PLCg1 inh: 0

Results for O=C(Oc1ccccc1N1C(=O)CCC1=O)c1ccco1 ?
hgDAF12 agonist: 0.0; GAA850 FXN act: -0.4; ADAM17 inh: -2; hcDAF-12 act: -1.4; sPLA2-III inh: 2; PLCb3 inh: 1; ssDAF12 agonist: -0.8; DAX1 inh-1: -0.3; DAX1 inh-2: -0.2; ADAM10 inh: -5; PLCg1 inh: -2

How did Cc1cc(C)c(NC(=O)NC(=O)c2ccc(F)cc2)c(C)n1 do in these assays?
hgDAF12 agonist: 2.7; GAA850 FXN act: 5.8; ADAM17 inh: -5; hcDAF-12 act: -2.1; sPLA2-III inh: -2; PLCb3 inh: 0; ssDAF12 agonist: -1.5; DAX1 inh-1: 0.1; DAX1 inh-2: 0.8; ADAM10 inh: -1; PLCg1 inh: -1

How did Cc1nc2cc(NC(=O)N3CCCCC3)ccc2n1C do in these assays?
hgDAF12 agonist: 1.1; GAA850 FXN act: -0.9; ADAM17 inh: -1; hcDAF-12 act: 0.6; sPLA2-III inh: 1; PLCb3 inh: -3; ssDAF12 agonist: -1.0; DAX1 inh-1: 1.1; DAX1 inh-2: 0.9; ADAM10 inh: 4; PLCg1 inh: -3

Results for Nc1nc2n(n1)C(c1ccc(F)cc1)CC(c1ccc(F)cc1)N2 (stereo unspecified) ?
hgDAF12 agonist: 1.6; GAA850 FXN act: 1.7; ADAM17 inh: -6; hcDAF-12 act: -0.8; sPLA2-III inh: 2; PLCb3 inh: -8; ssDAF12 agonist: -0.8; DAX1 inh-1: 0.0; DAX1 inh-2: -0.4; ADAM10 inh: -15; PLCg1 inh: -7
